# PTAP TSG101 blk: blocks PTAP/TSG101 interaction to inhibit HIV-1 budding | Fluorescence polarization, FITC-PTAP peptide / Tsg101 binding | Potency, µM (doses to about 115 µM), for the others: top-dose activity change, negative = inhibition, most hits filed as inhibitors | 340,000 tested, under 10 active | Q99816 | AID 493005; active means well fitted inhibition curve with a large enough effect in the main read-out, with a control signal flat, not every such curve was filed as active; inconclusive means small, poorly fitted or top-dose-only effect, or effect the other way, or a change in a side signal; inactive means no such curve, though single readings can be large or run the other way; further: potency means the concentration at half of the fitted maximal effect; % of control where 0% means no effect
#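 FP read-out: FITC-PTAP peptide, 50 nM final, binding Tsg101 binding domain, 10 uM final; 20 min, r.t.; 10 mM HEPES pH 7.5, 0.15 M NaCl, 0.01% Tween 20, 3 mM EDTA, 0.1 mM TCEP.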
# GALK inh: galactokinase (human) inhibition; Potency, µM (titrated, usually from 57.5 µM), inactives show at the top dose activity change, negative = inhibition, actives largely listed as inhibitors; P51570; AID 1868; Purified GALK, Kinase-Glo residual ATP luminescence; 270,000 tested, 0.007% active; further: potency means the concentration at half of the fitted maximal effect; on the % scale 0 is the no-effect control and ±100 the full control effect
#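 Human GALK (5 nM) with 35 uM ATP and 100 uM galactose in 20 mM HEPES pH 8.0, 5 mM MgCl2, 60 mM NaCl, 1 mM DTT, 0.01% BSA. After 1 h at room temperature, leftover ATP was read by Kinase-Glo Plus luminescence.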
# Giardia killer: Giardia lamblia killing | 340,000 tested, 0.15% active | Giardia lamblia trophozoite viability | activity change, % at 7.66 µM, hits read low; in the data active means activity change below about -80%; inconclusive means between about -30% and that limit;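 further: parasites exposed to compound for two days anaerobically before the ATP read; on the % scale 0 is the no-effect control and ±100 the full control effect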
#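 Luminescence from cellular ATP indicates surviving trophozoites (100 cells/well) following 48 hrs anaerobic compound treatment at 37 deg C; signal develops 15-30 min at room temperature.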
# FBPA coupling cs: counter-screen for Giardia aldolase inhibitors: coupling enzyme system | AID 2472 | activity change, negative = inhibition, % at 58.2 µM, hits read low | 290,000 tested, 0.67% active | coupling enzyme system counterscreen, AmpLite Red fluorescence; in the data active means activity change below about -30%; further: on the % scale 0 is the no-effect control and ±100 the full control effect
#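 Compounds tested against the coupling enzymes alone at 57.5 uM final; readout was AmpLite Red fluorescence (525/598 nm) after 20 min at RT.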
# BCR signal inh: inhibitors of chronic active B-cell receptor signaling. Potency, µM (titrated, usually from 46.1 µM), without a hit: at the top dose ratio change, negative = lower green/red ratio, hits mostly inhibitors. 340,000 tested, 0.05% active. ABC-DLBCL IkBa-CBG/CBR reporter, luminescence ratio, 4 h; active means well fitted inhibition curve with a large enough effect in the signal ratio, with a control signal flat, not every such curve was filed as active; inconclusive means small, poorly fitted or top-dose-only effect, or effect the other way, or a change in a side signal; the % refers to the signal ratio;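 further: potency means the concentration at half of the fitted maximal effect; plate controls were basal doxycycline-induced cells for no effect and cells given 10 µM MG132 for full effect; MG132 reads +100%, hits lower the ratio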
#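 Concentration-response series (up to 46 uM) were applied to TMD8 dual-reporter cells for 4 h at 37C with doxycycline. Green/red ratio, after filter-overlap correction, defined %Activity; red signal alone was normalised to basal cells and zero luminescence.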
# ASM inhibitor: human S-ASM enzyme inhibition; P17405; placental ASM, HMU-PC fluorogenic substrate, 60 min; Potency, µM (highest dose often 57.5 µM), for the others: top-dose activity change, negative = inhibition, hits mostly inhibitors; 340,000 tested, 0.006% active; further: potency means the concentration at half of the fitted maximal effect
#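 Human placenta-derived ASM preincubated with compound 10 min at room temperature, then reacted with 9 uM (final) fluorogenic HMU-PC substrate for 60 min at 37 C. Stop solution raises pH to 10; fluorescence read at Ex 386/Em 447 nm.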
# PKM2 act: PKM2 (human) enzyme activation; 260,000 tested, 0.34% active; purified PKM2, Kinase-Glo ATP luminescence, activation; response scale: 0% is enzyme alone, no compound; Potency, µM (top dose mostly 57.5 µM), for inactives: at the top dose activation, hits mostly activators; P14618; further: potency means the concentration at half of the fitted maximal effect; on the % scale 0 is the no-effect control and ±100 the full control effect; nearly all actives have a fitted effect of over 55% in size
#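 ATP formation by purified human PK-M2, quantified via coupled luciferase luminescence after 1 h at room temperature with 0.1 mM ADP and 0.5 mM PEP final.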
# Tb PFK block: blocks T. brucei phosphofructokinase; T. brucei PFK, ADP-Glo luminescence; Potency, µM (doses to about 57.5 µM), for inactives: at the top dose activity, negative = inhibition, usual class: inhibitors; 330,000 tested, 0.17% active; AID 485367;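 further: potency means the concentration at half of the fitted maximal effect; 0% = uninhibited 1x PFK enzyme wells and -100% = no-enzyme wells; nearly all actives have a fitted effect of over 60% in size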
# Target sequence (O15648 whole entry, looked up): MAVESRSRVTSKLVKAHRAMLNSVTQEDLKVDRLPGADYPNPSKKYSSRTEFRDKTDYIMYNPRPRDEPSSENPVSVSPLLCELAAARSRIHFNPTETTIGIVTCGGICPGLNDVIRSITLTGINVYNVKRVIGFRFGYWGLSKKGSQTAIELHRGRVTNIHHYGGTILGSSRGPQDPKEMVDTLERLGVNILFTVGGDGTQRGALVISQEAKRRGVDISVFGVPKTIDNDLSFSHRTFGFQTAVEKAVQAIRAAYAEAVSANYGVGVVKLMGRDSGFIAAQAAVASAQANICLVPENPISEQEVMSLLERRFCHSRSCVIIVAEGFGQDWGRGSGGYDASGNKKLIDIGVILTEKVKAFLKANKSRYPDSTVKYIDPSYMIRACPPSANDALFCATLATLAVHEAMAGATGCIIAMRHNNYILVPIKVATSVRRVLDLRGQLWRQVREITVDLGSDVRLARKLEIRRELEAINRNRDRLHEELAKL
#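 Luminescent ADP detection (ADP-Glo, two-step: ATP depletion then ADP-to-ATP conversion for luciferase) reported PFK activity after 45 min room-temperature reaction of 1.25 nM enzyme with 0.5 mM F6P and 0.1 mM ATP at pH 8.0.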
# B2AR arrestin: beta2AR (human) beta-arrestin recruitment activity | P07550 | beta-arrestin recruitment to beta2AR, cell-based reporter | Potency, µM (titrated, usually from 46.1 µM), for inactives: at the highest dose activation, actives largely listed as activators | 330,000 tested, 0.02% active;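 further: potency means the concentration at half of the fitted maximal effect; 0% = DMSO controls and full agonism = EC100 isoproterenol or metaproterenol; nearly all actives have a fitted effect of over 65% in size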
# Menin MLL FP TR: displaces Texas Red mutant MLL peptide from human menin; O00255; Menin + Texas Red MLL mutant peptide, fluorescence polarization; Potency, µM (titrated, usually from 61.6 µM), for inactives: at the highest dose FP activity change, negative = inhibition, usual class: inhibitors; 270,000 tested, 0.23% active; AID 1768; active means well fitted inhibition curve with a large enough effect in the polarisation, with a control signal flat, not every such curve was filed as active; inconclusive means small, poorly fitted or top-dose-only effect, or effect the other way, or a change in a side signal; inactive means no such curve, though single readings can be large or run the other way; the % refers to the polarisation; further: potency means the concentration at half of the fitted maximal effect; % of control where 0% means no effect; many of its hits are not listed in these tables
# Target sequence (O00255 whole entry, looked up): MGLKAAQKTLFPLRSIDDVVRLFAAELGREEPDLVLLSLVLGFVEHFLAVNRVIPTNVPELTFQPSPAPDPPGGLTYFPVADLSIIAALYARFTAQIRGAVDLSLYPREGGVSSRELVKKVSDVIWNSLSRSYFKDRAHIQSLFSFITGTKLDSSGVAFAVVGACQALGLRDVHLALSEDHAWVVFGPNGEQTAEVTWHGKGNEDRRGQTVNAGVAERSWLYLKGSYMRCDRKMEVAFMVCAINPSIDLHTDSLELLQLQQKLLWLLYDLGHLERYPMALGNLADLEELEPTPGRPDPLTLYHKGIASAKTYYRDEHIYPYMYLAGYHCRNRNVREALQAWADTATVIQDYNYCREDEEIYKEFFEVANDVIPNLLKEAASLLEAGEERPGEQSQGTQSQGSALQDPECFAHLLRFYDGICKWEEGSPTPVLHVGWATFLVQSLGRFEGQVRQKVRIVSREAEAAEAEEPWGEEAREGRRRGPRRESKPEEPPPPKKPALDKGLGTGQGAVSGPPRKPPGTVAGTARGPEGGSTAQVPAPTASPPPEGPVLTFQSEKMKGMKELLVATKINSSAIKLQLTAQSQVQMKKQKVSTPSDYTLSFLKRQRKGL
# Integrin act MD: activates integrin-mediated alleviation for muscular dystrophy; alpha7betagal myoblasts, beta-gal FDG fluorescence, 48 h; Potency, µM (doses to about 38.3 µM), inactives show at the top dose activation, actives largely listed as activators; 350,000 tested, 0.064% active;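 further: potency means the concentration at half of the fitted maximal effect; 100% = response of the positive control SU9516; nearly all actives have a fitted effect of over 60% in size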
#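 Alpha7betagal+/- myoblasts (passage 13) were plated 16-24 hr, then exposed to compounds (1:260 dilution of DMSO stock) for 48 hours at 37C. After MPER lysis, β-galactosidase reporter activity was read as FDG fluorescence (ex 480/em 540) after 30 minutes.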
# Active calls of the source: *; ? = inconclusive; . = no result given; [ ] = remark or other dose. Unless noted, the call rests on the fitted dose curve; in most records, active means well fitted curve in the direction sought with a large enough effect; inconclusive means small, poorly fitted or top-dose-only effect, or another doubt; inactive means no such curve, though single readings can be large; an effect the other way counts as inactive or inconclusive. A portion of the library (hit frequency here may not be typical).
SMILES,PTAP TSG101 blk,GALK inh,Giardia killer,FBPA coupling cs,BCR signal inh,ASM inhibitor,PKM2 act,Tb PFK block,B2AR arrestin,Menin MLL FP TR,Integrin act MD
CC(C)(C)[C@H]1COC(=O)[C@@H](Cc2ccc(F)cc2)CC/C=C/C[C@@H](CC(=O)N[C@H](CO)Cc2ccccc2)C(=O)N1,2%,.,-3,.,8%,-6%,.,6%,-0.6%,.,-19%
CCCN(C(=O)COC(=O)CC1CCCCC1)c1c(N)n(Cc2ccccc2)c(=O)[nH]c1=O,-2%,.,-11,.,?,7%,.,-6%,1.9%,.,24%
C=CCNC(=O)c1cc(Cl)ccc1[N+](=O)[O-],0%,0%,-2,2,3%,3%,2%,-3%,-1.1%,-6%,?
O=C(NNS(=O)(=O)c1ccc(Cl)cc1)NC1CCCCC1,0%,-3%,-13,3,-6%,1%,0%,0%,-0.4%,21%,-11%
Cc1ccc(-c2csc(NC(=O)C3CC(=O)N(Cc4ccco4)C3)n2)cc1 (stereo unspecified),-4%,0%,14,-2,?,-6%,5%,0%,-0.1%,-4%,-3%
O=C(Nc1ccc2nc(C3CC3)n(Cc3ccc(F)cc3)c(=O)c2c1)c1ccco1,-7%,3%,-2,1,?,?,2%,1%,0.4%,?,-3%
CCC(=O)OCC(=O)Nc1ccc([N+](=O)[O-])cc1OC,0%,4%,-3,1,-1%,-3%,13%,-1%,0.1%,4%,10%
COc1cccc(NC(=O)CSC2=NN3CCCC(=O)N=C3S2)c1,-1%,-3%,-7,-1,-3%,-3%,.,-9%,-1.1%,15%,-2%
Cc1cccc(NC(=S)N2CCCCCC2)c1C,-2%,-2%,3,.,?,-1%,-2%,-23%,0.3%,.,-42%
Nc1ccccc1SCC(O)Cn1ccc2ccccc21 (stereo unspecified),0%,9%,-15,3,?,-2%,.,5%,0.2%,49%[activator],0%
COc1ccc(-c2c(C(C)=O)c(C)n(C)c2C)cc1,-2%,.,-4,-2,0%,0%,-16%,-1%,1.5%,-23%,5%
CCOc1cc(N2CCOCC2)c(OCC)cc1NC(=O)Cn1cnc2c(=O)n(C)c(=O)n(C)c21,-3%,7%,12,-3,1%,0%,-11%,0%,0.4%,-1%,22%
COc1ccc(Cc2noc(CN3CCCC(C(=O)c4cccs4)C3)n2)cc1OC (stereo unspecified),-2%,1%,6,0,-16%,3%,1%,1%,0.3%,1%,-39%
COC(=O)c1ccc2c(c1)NC1=C(C(=O)CC(C)(C)C1)C(c1ccncc1)N2 (stereo unspecified),-1%,.,-6,-10,?,2%,-2%,-1%,-3.2%,2%,8%
CC1SCC(=O)N(CC(=O)NCCc2ccccc2)C1=O (stereo unspecified),1%,7%,-7,-3,?,1%,-4%,0%,-0.1%,13%,2%
COc1ccc(C2C(C(=O)N3CCC(C)CC3)c3ccccc3C(=O)N2C)cc1 (stereo unspecified),1%,-3%,-6,-1,-1%,3%,-4%,-10%,-0.7%,1%,-6%
COc1cccc(/C=N/NC(=O)CN2CC(c3ccccc3)CC2=O)c1OC (stereo unspecified),0%,-1%,-15,4,-2%,4%,-6%,0%,-1.2%,-3%,-8%
CCn1c(C)nc2cc(C(=O)NNC(=O)CCC3CCCCC3)ccc21,0%,-1%,10,-1,2%,2%,-11%,5%,3.1%,?,-18%
Cc1onc(-c2ccccc2)c1C(=O)NCCc1ccncc1,-10%,-3%,-28,.,-8%,3%,-10%,0%,-0.6%,.,3%
Cc1ccc(NC(=O)COC(=O)c2cccnc2)cc1,-1%,4%,20,0,-7%,0%,-1%,4%,-0.2%,-3%,16%
COc1ccccc1CNC(=O)CSc1nc2c(oc3ccccc32)c(=O)n1CC1CCCO1 (stereo unspecified),0%,.,-17,.,9%,-1%,.,-1%,0.4%,.,4%
Cn1c(CNC(=O)c2ccccc2F)cc2ccccc21,1%,6%,?,-3,5%,10%,2%,0%,-0.4%,-8%,-19%
CC(=O)OCCOCn1cnn2c(=O)c(Br)c(C)nc12,-8%,-1%,-15,-1,0%,6%,4%,2%,0.0%,.,-31%
CCOc1nc2ccccc2cc1/C=C/C(=O)O,-3%,0%,3,1,?,439%[activator],2%,12%,0.0%,-21%,-14%
CC(=O)Nc1ccc(SCCCC(=O)c2ccccc2)cc1,0%,0%,-5,4,5%,-4%,2%,-1%,0.1%,6%,-24%
COc1ccc(CNC(=O)CCS(=O)(=O)Cc2ccc(C)cc2)c(OC)c1,2%,-3%,-6,6,?,-1%,1%,-8%,-0.1%,-18%,-7%
Cc1cc(C)nc(NCC(O)COc2ccccc2C)n1 (stereo unspecified),-1%,3%,6,-3,10%,-1%,-1%,0%,0.2%,6%,11%
Cc1ccc(S(=O)(=O)CCC(=O)N2CCN(c3ccc([N+](=O)[O-])cc3)CC2)cc1,-2%,9%,1,0,?,-1%,.,2%,0.0%,2%,-8%
Cc1nccc(-c2cccc(NC(=O)c3ccccc3Cl)c2)n1,-7%,5%,7,1,?,6%,-2%,-7%,0.5%,.,8%
COc1ccc(NC(=O)C(=O)NNC(=O)COc2ccc(Cl)cc2)c(OC)c1,-2%,-6%,-4,11,-6%,1%,8%,3%,-0.2%,?,19%

# Sorted by value in Integrin act MD (rising): some entries from above.
canonical_smiles	Integrin act MD
COc1ccc(CNC(=O)CCS(=O)(=O)Cc2ccc(C)cc2)c(OC)c1	-7%
Cc1nccc(-c2cccc(NC(=O)c3ccccc3Cl)c2)n1	8%
Cc1cc(C)nc(NCC(O)COc2ccccc2C)n1 (stereo unspecified)	11%

# Later entries
SMILES,PTAP TSG101 blk,GALK inh,Giardia killer,FBPA coupling cs,BCR signal inh,ASM inhibitor,PKM2 act,Tb PFK block,B2AR arrestin,Menin MLL FP TR,Integrin act MD
COc1ccccc1/C=C\C=N\n1c(-c2ccc(Cl)cc2Cl)n[nH]c1=S,-1%,1%,10,5,-13%,-4%,1%,-9%,0.5%,2%,-10%
CC1(c2ccc(OC(F)F)cc2)NC(=O)N(CC(=O)Nc2cccc(F)c2)C1=O (stereo unspecified),-2%,-2%,11,-5,-14%,-20%,-3%,0%,-0.1%,58%[activator],-44%[inhibitor]
CCN(CC)C(=O)C(=O)Nc1cc(C(F)(F)F)ccc1Cl,-4%,-1%,10,-1,?,2%,-3%,-2%,0.0%,13%,39%
COc1cc(OC)cc(-c2nnc(SCc3cccnc3)o2)c1,-5%,5%,18,4,?,2%,14%,6%,-0.2%,-19%,1%
COc1ccc(C(=O)Cn2c(NCCCO)nc3ccccc32)cc1OC,-1%,-8%,13,2,-5%,1%,-8%,1%,-0.8%,2%,12%
CCOC(=O)c1c(O)c2ccccc2n(CC)c1=O,-5%,0%,6,-12,-12%,90%,4%,1%,-0.1%,0%,24%
COc1ccc(CNc2nc3nc(C)c(Cl)c(C)n3n2)cc1,-2%,0%,-8,5,?,17%,7%,3%,-0.5%,.,11%
O=C(CN1CCCCCC1)Nc1c(Cl)cc(Cl)cc1Cl,-7%,3%,5,2,?,-6%,-15%,-1%,-0.3%,-18%,15%
C=C(C)c1cccc(C(C)(C)NC(=O)Nc2ccccc2OCC)c1,-8%,-2%,13,0,0%,3%,-2%,-7%,0.0%,-7%,7%
Cc1cccc(NC(=O)CN2C(=O)NC3(CCCCCCC3)C2=O)c1C,0%,.,11,.,-8%,1%,.,-5%,0.1%,.,3%
COc1cccc(Oc2ccc(C(F)(F)F)cc2N)c1,-5%,-1%,-27,0,?,-10%,1%,16%,-0.6%,-2%,-17%
Cc1ccc(-c2noc(CN(C(=O)c3cccs3)C(C)C)n2)cc1,-4%,-2%,6,0,?,-5%,6%,-6%,0.1%,9%,10%
CN(CC(=O)Nc1ccc(Br)cc1)Cc1ccccc1,-1%,3%,-12,1,?,-8%,-7%,-2%,-0.3%,-18%,-7%
O=C(/C=C/c1cccs1)NC(=S)Nc1ccccc1,-2%,-1%,1,-3,-2%,-1%,-3%,0%,0.1%,?,-26%
O=C(CN1CCC(C(=O)c2ccc3c(c2)OCCO3)CC1)NCc1ccccc1,1%,0%,3,1,?,-1%,-2%,-1%,0.0%,?,32%
COc1ccc(C(=O)C[n+]2ccc(-c3nnc4n3CCCCC4)cc2)cc1,1%,-1%,-22,-20,-5%,-2%,-15%,-8%,-0.3%,.,11%
CCOP(=O)(OCC)C(Nc1ccccn1)c1ccc(F)cc1 (stereo unspecified),-5%,0%,18,1,-1%,-7%,6%,13%,0.1%,-6%,1%
